# Assay outcomes: PubChem BioAssay, National Center for Advancing Translational Sciences (NCATS)
# EPAC2 antagonist = EPAC2 (human) antagonism | EPAC2 GEF exchange of Rap1B-BODIPY-GDP, fluorescence | Q8WZA2 | actives 0.18% (n = 360,000) | Potency, µM (doses to about 114 µM), for the others: at the highest dose activity, negative = inhibition, most hits filed as inhibitors | AID 720708; also: % is scaled to controls: 0 for no effect and ±100 for the full control effect; nearly all actives have a fitted effect of over 45% in size; many of its hits are not listed in these tables
# aSyn rescue = inhibitors of alpha-synuclein toxicity in yeast. actives 0.14% (n = 370,000). Yeast expressing alpha-synuclein, growth rescue, BacTiter-Glo, 24 h. Potency, µM (series often up to 46.1 µM), for inactives: at the top dose growth rescue (activation), usual class: activators; also: % of control where 0% means no effect; nearly all actives have a fitted effect of over 65% in size
#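 Readout is rescue of growth in alpha-synuclein-expressing yeast, so inhibitors of toxicity appear as activators. Growth after 24 hr at 30 deg C in galactose medium is quantified by luminescence.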
# EPAC1 antag = blocks human EPAC1 exchange factor; AID 720709; O95398; EPAC1 GEF assay, Rap1b-BODIPY-GDP exchange fluorescence; actives 0.14% (n = 360,000); Potency, µM (titrated, usually from 115 µM), without a hit: top-dose activity change, negative = inhibition, usual class: inhibitors;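 also: plate controls were vehicle for no effect and positive control for full effect; nearly all actives have a fitted effect of over 50% in size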
# EPAC2 agonist = activates human EPAC2 exchange factor; Q8WZA2; EPAC2 activation, biochemical qHTS; response scale: 100% = 6.5 mM cAMP response; Potency, µM (top dose mostly 154 µM), for inactives: at the highest dose activation, actives largely listed as activators; actives 0.079% (n = 360,000); AID 720711; also: nearly all actives have a fitted effect of over 50% in size
#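 qHTS, titration series. 100 nM EPAC2 / 250 nM Rap1B-BODIPY-GDP / 50 uM GDP; RT; ex 480/em 540 nm, 5-min reads to 30 min. Norm. to 6.5 mM cAMP = activation.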
# TDP-43 yeast inh = rescues yeast growth from TDP-43 toxicity; TDP-43 expressing yeast growth rescue, BacTiter-Glo, 24 h; Potency, µM (highest dose often 46.1 µM), for inactives: at the top dose growth rescue (activation), actives largely listed as activators; actives 1.8% (n = 410,000); also: % of control where 0% means no effect; nearly all actives have a fitted effect of over 50% in size
#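 Readout is BacTiter-Glo luminescence of cell growth, so inhibitors register as activators. TDP-43-expressing yeast at OD600=0.02 in galactose medium, after raffinose pregrowth to mid-log, were incubated with compound for 24 hr at 30 deg C.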
# EPAC1 ag = EPAC1 (human) agonism. O95398. EPAC1 agonist qHTS, biochemical assay; response scale: 100% = response to 6.5 mM cAMP. Potency, µM (highest dose often 154 µM), for the others: at the highest dose activation, usual class: activators. actives 0.073% (n = 360,000). AID 720707; also: nearly all actives have a fitted effect of over 60% in size
#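 Normalized to 6.5 mM cAMP, activity reflects EPAC1-catalysed release of BODIPY-GDP from Rap1B, followed kinetically over 30 min at 480 nm excitation, 540 nm emission. Reaction contained 100 nM EPAC1, 250 nM Rap1B-BODIPY-GDP, 50 uM GDP.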
# PTHR1 agonist = activates the human parathyroid hormone receptor PTHR1; Q03431; Potency, µM (doses to about 115 µM), for inactives: at the highest dose activation, most hits filed as activators; actives 0.075% (n = 410,000); HEK293 GP2 PTHR1 cells, GloSensor cAMP luminescence, 1 h; AID 743266; also: nearly all actives have a fitted effect of over 55% in size; some results filed as inactive show a strong effect at the top dose; inactives centre near -15; many of its hits are not listed in these tables
# Target sequence (Q03431 whole entry, looked up): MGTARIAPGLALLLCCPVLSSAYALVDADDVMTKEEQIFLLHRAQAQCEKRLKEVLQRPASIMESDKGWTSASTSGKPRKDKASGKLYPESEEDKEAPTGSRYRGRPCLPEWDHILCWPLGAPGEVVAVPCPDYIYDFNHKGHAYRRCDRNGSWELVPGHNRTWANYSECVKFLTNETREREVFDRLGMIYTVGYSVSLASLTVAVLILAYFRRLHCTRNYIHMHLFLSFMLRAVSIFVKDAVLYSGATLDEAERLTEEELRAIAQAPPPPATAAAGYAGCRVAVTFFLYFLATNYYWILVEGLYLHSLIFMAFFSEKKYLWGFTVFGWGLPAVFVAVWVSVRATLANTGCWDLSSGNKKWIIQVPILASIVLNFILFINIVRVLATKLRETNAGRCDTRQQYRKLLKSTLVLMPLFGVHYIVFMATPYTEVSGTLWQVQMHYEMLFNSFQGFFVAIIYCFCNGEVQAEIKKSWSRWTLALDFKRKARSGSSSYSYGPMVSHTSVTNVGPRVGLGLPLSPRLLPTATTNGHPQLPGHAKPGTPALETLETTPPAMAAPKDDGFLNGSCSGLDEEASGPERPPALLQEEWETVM
#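 HEK-293-derived GP2 cells expressing PTHR1 and a GloSensor cAMP reporter, 3,000/well, plated overnight, given luciferin plus IBMX (each 0.5 mM as added) for 1 h at 37 °C, then compound for 1 h at 37 °C. Luminescence was read after 15 min at room temperature.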
# FUS yeast rescue = FUS proteinopathy suppression in yeast | S. cerevisiae FUS-expressing, growth rescue, OD600, 24 h | Potency, µM (titrated, usually from 76.6 µM), without a hit: at the top dose growth rescue (activation), hits mostly activators | actives 0.24% (n = 390,000);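 also: plate controls were DMSO vehicle for no effect and reference control for full effect; nearly all actives have a fitted effect of over 55% in size; some results filed as inactive show a strong effect at the top dose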
#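 Quantitative HTS measuring growth restoration of FUS-toxic yeast. Galactose-induced cells (OD 0.005) were exposed 24hr at 30C to compounds at several concentrations, then absorbance at 600 nm was recorded.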
# The depositor's hits bear a star; i = inactive; u = inconclusive; x = not tested or not shown; [ ] = dose if it differs, or a comment. Calls follow the shape of the dose curve; as a rule, active = well fitted curve in the direction sought with a large enough effect; inconclusive = small, poorly fitted or top-dose-only effect, or another doubt; inactive = no such curve, though single readings can be large; an effect the other way counts as inactive or inconclusive. Potency is read from the fitted curve at half-maximal effect. This is a subset. The share of hits here may be higher or lower than overall.
# Order of values: TDP-43 yeast inh, EPAC1 ag, EPAC2 antagonist, EPAC2 agonist, aSyn rescue, FUS yeast rescue, EPAC1 antag, PTHR1 agonist
- Cc1cc(NC(=O)CN2C(=O)C3CC=CCC3C2=O)no1 (configuration not stated)
  -12.0%, -3.1%, 7.3%, 0.4%, 5.9%, -23.0%, 6.1%, i
- CC(C)CN1CCN(Cc2cc(F)ccc2-n2cccn2)CC1CCO (configuration not stated)
  8.8%, 2.5%, 1.8%, 2.4%, -5.3%, -10.0%, u, u
- NS(=O)(=O)c1ccc(NC(=O)CCc2ccccc2)cc1
  2.7%, -13.1%, -14.7%, 4.4%, 5.8%, 22.5%, -1.8%, u
- CCOc1ccccc1NC(=O)N1CCC(NC(=O)c2ccccc2C)CC1
  10.8%, -0.5%, 3.1%, -1.4%, 0.5%, u, 7.3%, i
- O=C(O)c1n[nH]c2c1CC(C1CCCCC1)CC2 (configuration not stated)
  -29.2%, -25.5%, 11.4%, 1.2%, -0.9%, -36.6%, -1.1%, u
- CSc1cccc(NS(=O)(=O)c2cn(C)c(C)n2)c1
  11.9%, x, x, x, -6.7%, -7.0%, x, i
- COc1ccc(-c2cc(-c3ccccc3O)[nH]n2)cc1OC
  12.6µM*, 19.4%, -3.2%, 13.6%, 11.3%, 12.7%, -1.4%, -18.4%[57.5 µM]
- Cc1ccc(NC(=O)CN(c2ccccc2)S(=O)(=O)N(C)C)cc1
  -11.5%, -9.8%, 7.8%, 19.4%, -4.0%, x, -0.3%, -18.7%
- Cc1ccc2c(c1)C(c1ccccc1)N(C(=O)c1ccccc1[N+](=O)[O-])CC(=O)N2 (configuration not stated)
  -5.7%, 8.9%, -12.4%, 11.3%, 9.9%, 5.8%, -6.5%, i
- O=C(/C=C/c1ccc(Cl)cc1)N(Cc1cccs1)C1CCS(=O)(=O)C1 (configuration not stated)
  10.9%, 14.2%, 1.8%, 12.2%, 14.3%, 29.6%, -28.4%, -18.5%
- O=C(NCc1cccs1)C1CC(c2ccc(Cl)c(Cl)c2)=NO1 (configuration not stated)
  -3.0%, -4.1%, 4.8%, 8.5%, -3.0%, -17.5%, -5.7%, u
- Cn1nc(C(=O)N2CCN(c3ccc([N+](=O)[O-])cc3)CC2)c2c1-c1ccccc1S(=O)(=O)C2
  -3.7%, -8.6%, 7.1%, -7.8%, 4.2%, -18.8%, 13.4%, i
- Cc1ccc(N2/C(=N/c3nc(C)cc(C)n3)NC(=O)CC2C(=O)O)cc1 (configuration not stated)
  -7.1%, 0.4%, 7.3%, 0.8%, 0.7%, 0.6%, 5.6%, i
- COc1ccccc1C/C(N)=N/OC(=O)c1ccc2c(c1)OCO2
  u, 3.1%, 2.3%, 4.8%, -70.8%[inhibitor], -23.6%, -15.9%, -18.8%
- O=C1/C(=C/c2ccncc2)CCc2ccccc21
  u, -8.0%, 16.9%, 3.3%, -1.8%, 7.0%, -18.5%, -95.7%[inhibitor]
- CCOCCCNC(=S)N1CCCN(c2nc3cc(C)cc(C)c3cc2C#N)CC1
  u, -5.8%, 6.9%, 10.9%, 6.2%, 18.3%, -0.6%, -20.9%
- O=C(O)Cc1sc(Nc2ccc(Cl)cc2)nc1-c1cccs1
  10.4%, 1.2%, -4.3%, -4.5%, -0.7%, u, -3.7%, i
- Nc1nc(NCC2CCCO2)nc(Nc2cccc(F)c2)c1[N+](=O)[O-] (configuration not stated)
  11.0%, -4.2%, 0.6%, -3.0%, 1.8%, -5.2%, 0.5%, i
- Cc1cc(OCC(=O)NC2CCN(Cc3ccccc3)CC2)c2c(C)c(C)c(=O)oc2c1
  8.0%, 1.0%, 0.0%, 5.3%, -4.6%, 10.3%, 16.1%, -22.8%
- Cc1cccc(C(=O)NNC(=S)NC(=O)c2cccs2)c1
  -39.6%, -4.6%, -5.9%, 15.9%, -62.7%[inhibitor], 26.0%, -5.1%, i
- CCN(C(=O)Nc1ccccc1)c1ccccc1
  -9.6%, -5.6%, -11.3%, 6.4%, -3.2%, x, -22.9%, i
- CC(=O)OC(C(=O)NCCc1ccccc1)c1cccnc1 (configuration not stated)
  -15.5%, 9.3%, -2.6%, 10.4%, 0.0%, 19.9%, 0.0%, -7.1%
- CC(=O)N1CCN(C(C(=O)Nc2c(C)cccc2C)c2ccccc2OC(F)(F)F)CC1 (configuration not stated)
  16.0%, 0.2%, 5.3%, 2.6%, -11.0%, 15.2%, -9.3%, i
- CCN(CC)S(=O)(=O)c1cccc(NC(=O)CCNC(=O)NC23CC4CC(CC(C4)C2)C3)c1
  -13.0%, -4.4%, 2.8%, 4.9%, 5.4%, u, -8.4%, -7.8%
- C=Cn1cc(CNC[C@H]2O[C@@H](n3cnc4c(=O)[nH]c(N)nc43)[C@H](O)[C@@H]2O)c(C)n1
  4.8%, -4.2%, u, -11.0%, 1.3%, -20.2%, -3.6%, 3.9%
- Cc1nc2ccccc2cc1C(=O)N/N=C/c1ccccc1[N+](=O)[O-]
  17.7%, 6.0%, 5.9%, 4.3%, -0.1%, 1.8%, 7.4%, 0.0%
- C/C(=N\NC(=O)c1nn(C)cc1Br)c1cccc(NC(=O)C2CCCC2)c1
  -2.3%, 4.5%, -0.4%, 11.9%, -8.9%, 21.4%, 2.3%, -25.0%[57.5 µM]
- COc1ccc(C=C(C#N)C#N)c(CSc2ccccn2)c1
  27.5%, 13.0%, -15.5%, 15.7%, 17.7%, -14.2%, -9.0%, -21.1%
- O=C(/C=C/c1ccc(Br)o1)NC(c1ccccc1)c1ccccc1
  -24.7%, -3.2%, 18.8%, 12.3%, -23.7%, x, -6.6%, -36.9%[inhibitor]
- O=C(NCc1ccccc1)[C@@H]1CCCN1C(=O)[C@@H]1CCCN1C(=O)c1cccs1
  22.3%, 8.3%, 4.4%, 7.5%, -8.5%, -6.5%, 10.5%, i
- Cc1cc(N2CCN(C)CC2)n2cc(-c3ccc(F)cc3)nc2n1
  -19.4%, 1.2%, -3.2%, 10.6%, -2.1%, 10.5%, 6.9%, i
- COc1ccc(C)cc1S(=O)(=O)N1CCCCC1
  1.4%, 2.2%, -1.0%, 7.9%, 2.8%, 13.3%, -21.5%, -19.8%
- O=C(NNc1ccccc1Br)C(=O)n1ccc2ccccc21
  -7.2%, 14.3%, 2.3%, 6.5%, -1.0%, -3.2%, -14.3%, i
- O=C(Cc1ccc(Cl)cc1Cl)Nc1ccncc1Cl
  u, 4.8%, -11.5%, 13.7%, u, 31.5%, -10.9%, -88.0%[inhibitor]
- COc1ccc(C(=O)NC2CCN(C(=S)NCc3ccco3)CC2)cc1
  -21.2%, 6.7%, 20.2%, 2.7%, 15.1%, 3.8%, 21.1%, i
- CCN(CC)S(=O)(=O)c1ccc2c(c1)nc(SCC(=O)NC1CC1)n2-c1ccccc1OC
  8.0%, 8.5%, -7.4%, -1.8%, 4.3%, u, 2.8%, -6.9%[57.5 µM]
- CSc1sc(C(=O)NN)c2c1C1(CCC2)SCCS1
  -3.4%[1.82 µM], -4.0%, 4.1%, 10.0%, 2.2%, 37.3%, -15.0%, -17.7%
- COc1ccc(N2C(=O)CC(N3CCN(c4ccc(S(=O)(=O)N5CCCC5)cc4)CC3)C2=O)cc1 (configuration not stated)
  9.9%, 4.3%, 1.1%, 11.0%, -0.9%, -1.8%, -2.3%, -8.5%[57.5 µM]
- O=C(Nc1ccncc1)c1cccs1
  -13.9%, -2.4%, -4.2%, 5.3%, 0.0%, -15.4%, 8.1%, 16.5%[57.5 µM]
- Cc1ccc(C)c(C(=O)OCC(=O)Nc2cccc(S(=O)(=O)NC3=NCCCCC3)c2)c1
  -4.5%, 9.2%, -4.1%, 12.6%, 0.1%, 37.1%, -0.9%, -37.7%[inhibitor]
- O=C(O)CCn1nnc2ccccc21
  8.8%, 6.5%, 4.5%, 9.9%, -8.2%, -21.1%, 0.4%, i
- C=CCOc1ccc(C2/C(=C(/O)c3ccc(OC)cc3)C(=O)C(=O)N2CCN2CCNCC2)cc1 (configuration not stated)
  -3.4%, 3.5%, 2.4%, 2.5%, 4.5%, 13.5%, 7.9%, i
- CC(=O)OCC1OC(OC2C[C@]3(C)C(CC(O)C4C([C@](C)(CCC=C(C)C)OC5OC(CO)C(O)C(O)C5O)CC[C@]43C)[C@@]3(C)CCC(O)C(C)(C)C23)C(O[C@@H]2OC(C)C(O)C(O)C2O)C(O)C1O (some centres not stated)
  18.8%, 1.6%, -7.3%, 8.2%, -0.2%, 18.9%, -4.8%, -11.6%
- Cc1ccc(-c2nnc(CSc3nnc(COc4ccccc4)n3-c3ccccc3)o2)cc1
  u, 8.3%, -4.6%, 11.0%, 19.0%, 30.3%, -16.0%, -22.6%
- COc1ccc(Br)cc1CN(C)C(=O)c1ccccc1OCc1c(C)noc1C
  3.0%, u, -7.3%, 4.7%, 3.7%, 28.9%, -9.3%, -20.5%
- COC(=O)[C@H](CC(C)C)NC(=O)c1cc2c(cn1)[nH]c1ccccc12
  -11.0%, -11.5%, -21.1%, 3.2%, 28.2%, 19.5%, -28.3%, u
- CC(C)(C)c1ccc(NC(=O)c2ccc(=O)[nH]n2)cc1
  24.6%, 1.5%, 14.6%, 9.8%, -4.7%, 9.0%, -18.4%, -32.0%[inhibitor]
- CC(=NNC(=O)CSCC(=O)NN=C(C)c1ccccc1)c1ccccc1
  -17.4%, -8.9%, 11.4%, -0.8%, -4.6%, 30.3%, 9.1%, i
- O=C(Oc1ccccc1)c1ccc2nccnc2c1
  9.8%, 8.8%, -2.1%, 11.5%, -0.7%, 17.6%, -7.0%, -8.2%[57.5 µM]
- Cc1ccc2[nH]c3c(c2c1)CN(C(=O)CN1CCCc2ccccc21)CC3
  0.0%, 14.0%, -2.4%, 8.1%, 7.1%, 34.4%, 24.2%, i
- CN(c1ccccc1)S(=O)(=O)c1cccc(NC(=O)CSc2nnc(N)s2)c1
  6.8%, 2.8%, 5.4%, -2.6%, -10.2%, x, -10.1%, -45.0%[inhibitor]
- O=C(O)/C=C/C(=O)Nc1cccc2c1-c1ccccc1C2=O
  20µM*, -2.0%, -5.9%, 6.2%, -13.7%, x, 2.9%, i

# Copied from the list:
# Value for `Cc1ccc2[nH]c3c(c2c1)CN(C(=O)CN1CCCc2ccccc21)CC3` in aSyn rescue: 7.1%
# Value for `CC(=NNC(=O)CSCC(=O)NN=C(C)c1ccccc1)c1ccccc1` in EPAC1 ag: -8.9%
